# Source: PubChem BioAssay (National Center for Advancing Translational Sciences (NCATS))
# TrxR1 inh – qHTS Assay for Inhibitors of Mammalian Selenoprotein Thioredoxin Reductase 1 (TrxR1): qHTS. Thioredoxin reductase 1, cytoplasmic (Rattus norvegicus), O89049. recombinant rTrxR1, NADPH fluorescence consumption, selenite substrate. Potency, µM (series often up to 114 µM), for inactives: at the highest dose activity change, negative = inhibition, actives largely listed as inhibitors. 1% of 390,000 active; further: potency means the concentration at half of the fitted maximal effect; on the % scale 0 is the no-effect control and ±100 the full control effect; nearly all actives have a fitted effect of over 65% in size
#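 Rat TrxR1 (90 nM in the dispensed reagent) was pre-reduced with 400 uM NADPH for 5 min at room temperature, then incubated with compound for 15 min. After 400 uM selenite was added, NADPH fluorescence (Ex 340/Em 450 nm) was followed for 8 min.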
# USP1 inh – Inhibitors of USP1/UAF1: Primary Screen; 0.23% of 390,000 active; recombinant USP1/UAF1, Ub-Rhodamine cleavage fluorescence; AID 743255, 2014; Ubiquitin carboxyl-terminal hydrolase 1 (Homo sapiens), O94782; Potency, µM (top dose mostly 57.1 µM), for inactives: at the highest dose activity change, negative = inhibition, usual class: inhibitors; further: potency means the concentration at half of the fitted maximal effect; on the % scale 0 is the no-effect control and ±100 the full control effect; nearly all actives have a fitted effect of over 60% in size; inactives centre near -12
#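 USP1/UAF1 complex at 1 nM was preincubated with compound for 15 min at room temperature, then Ub-Rho substrate (150nM final) was added. Fluorescence (480/540 nm) was read kinetically, 6 reads every 60 seconds.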
# Vif-A3F inh – qHTS for Inhibitors of Vif-A3F Interactions: qHTS; 0.2% of 390,000 active; HeLa A3F-eYFP + Vif (tagged APOBEC3F with the HIV-1 protein that degrades it), YFP fluorescence increase; AID 602313, 2012; Potency, µM (titrated, usually from 46.1 µM), inactives show at the top dose activity, negative = active; further: potency means the concentration at half of the fitted maximal effect; % of control where 0% means no effect; nearly all actives have a fitted effect of over 65% in size
#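 Fluorescence increase (Ex 488/Em 500-530) after overnight compound treatment at 37 deg C flags inhibition of Vif-driven A3F-eYFP loss in stable HeLa A3F-eYFP/Vif cells seeded overnight beforehand.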
# TrxR1 substrate – qHTS Assay for Substrates of Mammalian Selenoprotein Thioredoxin Reductase 1 (TrxR1): qHTS. Thioredoxin reductase 1, cytoplasmic (Rattus norvegicus), O89049. purified TrxR1 substrate turnover, NADPH consumption readout. Potency, µM (doses to about 114 µM), for inactives: at the top dose activity change, negative = substrate turnover. 0.01% of 390,000 active; further: potency means the concentration at half of the fitted maximal effect; on the % scale 0 is the no-effect control and ±100 the full control effect; nearly all actives have a fitted effect of over 50% in size
#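 Rat TrxR1, dispensed at 90 nM, was prereduced with 400 uM NADPH (final) for 5 min at ~22 deg C, then incubated with compound 15 min before 400 uM selenite. A first-read NADPH fluorescence drop versus no-compound background flagged substrates.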
# mIDH1 inhibitor – qHTS for Inhibitors of mutant isocitrate dehydrogenase 1 (IDH1): qHTS. Isocitrate dehydrogenase [NADP] cytoplasmic (Homo sapiens), O75874. IDH1-R132H enzyme, NADPH consumption, diaphorase/resazurin fluorescence. Potency, µM (titrated, usually from 76.6 µM), without a hit: at the top dose activity change, negative = inhibition, actives largely listed as inhibitors. 0.093% of 390,000 active. AID 602179, 2012; further: potency means the concentration at half of the fitted maximal effect; on the % scale 0 is the no-effect control and ±100 the full control effect; nearly all actives have a fitted effect of over 65% in size
# Target sequence (O75874 whole entry R132H, stated change not applied): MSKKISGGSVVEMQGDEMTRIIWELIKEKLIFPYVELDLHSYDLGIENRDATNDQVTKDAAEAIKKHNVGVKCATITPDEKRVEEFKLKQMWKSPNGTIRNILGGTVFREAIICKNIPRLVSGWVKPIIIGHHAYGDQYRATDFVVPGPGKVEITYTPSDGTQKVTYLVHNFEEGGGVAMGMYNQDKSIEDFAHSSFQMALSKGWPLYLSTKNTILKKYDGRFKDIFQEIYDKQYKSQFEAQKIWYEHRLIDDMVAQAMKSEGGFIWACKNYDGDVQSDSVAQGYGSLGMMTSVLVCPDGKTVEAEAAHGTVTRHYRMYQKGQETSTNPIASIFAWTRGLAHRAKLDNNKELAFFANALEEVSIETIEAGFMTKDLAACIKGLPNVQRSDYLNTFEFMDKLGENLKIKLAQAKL
#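 IDH1-R132H (0.5 ug/mL) preincubated 30 min with compound, then NADPH (0.016 mM) and alpha-KG (2 mM) added; 80 min at RT, pH 7.5. Remaining NADPH coupled via diaphorase/resazurin to fluorescence (540/590 nm); concentration-response curves normalized to no-enzyme control.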
# RGS4 inh – Inhibitors of Regulator of G Protein Signaling (RGS) 4: qHTS. Potency, µM (doses to about 114 µM), inactives show at the top dose activity change, negative = inhibition, hits mostly inhibitors. Regulator of G-protein signaling 4 (Homo sapiens), P49798. Transcreener GDP fluorescence polarization, RGS4-accelerated GTP hydrolysis. 0.039% of 390,000 active; further: potency means the concentration at half of the fitted maximal effect; on the % scale 0 is the no-effect control and ±100 the full control effect; nearly all actives have a fitted effect of over 75% in size; some results filed as inactive show a strong effect at the top dose
# Target sequence (P49798 whole entry, looked up): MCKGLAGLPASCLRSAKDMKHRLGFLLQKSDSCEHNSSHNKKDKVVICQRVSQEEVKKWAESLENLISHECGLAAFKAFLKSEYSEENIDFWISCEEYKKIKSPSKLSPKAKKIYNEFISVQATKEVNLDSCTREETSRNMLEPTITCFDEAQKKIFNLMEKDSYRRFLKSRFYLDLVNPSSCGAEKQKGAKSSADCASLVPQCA
#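 MLSMR compounds (23 nl, pin-transferred) preincubated 10 min at room temperature with a 500nM (2x) first reagent, then RGS4 at 900nM (2x) plus Transcreener GDP mix added; fluorescence polarization (620/688 nm) read before and after 90 min at 30 °C.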
# LDHA block – qHTS assay for inhibitors of human lactate dehydrogenase; purified LDHA, NADH/diaphorase-resazurin fluorescence; stronger effect = lower value; activity change, % (values are at about 110 or 230 µM); 0.15% of 480,000 active; AID 1347041, 2019; in the data active means activity change below about -30%; inconclusive means mostly about -25% to -30%;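 further: plate controls were DMSO wells for no effect and wells without enzyme for full effect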
#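 LDH5 2 nM; NADH 0.06 mM, pyruvate 0.2 mM; 200 mM Tris pH 7.4, EDTA, Tween-20; 5 min RT. Detection: diaphorase 0.133 mg/mL + resazurin 37 µM, fluorescence ex540/em590 at 0 and 20 min; normalized to enzyme-free and DMSO wells.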
# Vif-APOBEC3G blk – qHTS for Inhibitors of Vif-A3G Interactions: qHTS; HeLa A3G-eYFP + Vif (tagged APOBEC3G with the HIV-1 protein that degrades it), YFP fluorescence, overnight; Potency, µM (top dose mostly 46.1 µM), for the others: at the top dose activity, negative = active, actives largely listed as inhibitors; 0.076% of 410,000 active; AID 602310, 2012;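 further: potency means the concentration at half of the fitted maximal effect; on the % scale 0 is the no-effect control and ±100 the full control effect; nearly all actives have a fitted effect of over 60% in size; hits raise eYFP signal because A3G escapes Vif-driven loss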
# Target sequence (Q9HC16 whole entry, looked up): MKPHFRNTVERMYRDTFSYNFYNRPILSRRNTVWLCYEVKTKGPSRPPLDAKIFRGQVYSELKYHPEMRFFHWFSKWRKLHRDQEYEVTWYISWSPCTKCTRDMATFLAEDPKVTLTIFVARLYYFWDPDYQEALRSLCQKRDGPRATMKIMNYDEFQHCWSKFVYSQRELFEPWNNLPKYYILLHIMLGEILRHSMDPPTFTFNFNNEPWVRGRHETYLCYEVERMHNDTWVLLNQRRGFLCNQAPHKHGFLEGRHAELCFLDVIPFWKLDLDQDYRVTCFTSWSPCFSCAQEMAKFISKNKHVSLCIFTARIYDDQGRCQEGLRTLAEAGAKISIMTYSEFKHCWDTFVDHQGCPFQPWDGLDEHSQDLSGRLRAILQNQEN
#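 HeLa cells stably expressing Vif and C-terminally eYFP-tagged A3G, seeded overnight at 37 deg C, then exposed to compound by pintool overnight at 37 deg C. Rise in yellow fluorescence (Ex 488/Em 500-530, Acumen) marks blocked Vif-driven A3G degradation.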
# GRP78 ERSR act – qHTS for Inducers of the Endoplasmic Reticulum Stress Response (ERSR) in Human Glioma: qHTS. U87-MG GRP78 promoter luciferase reporter, 16 h. Potency, µM, for inactives: at the highest dose activation, usual class: activators. 0.02% of 420,000 active; further: potency means the concentration at half of the fitted maximal effect; series mostly up to about 76 µM; % of control where 0% means no effect; nearly all actives have a fitted effect of over 35% in size
#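 Stably transfected U87-MG human glioma cells carrying a GRP78-based luminescent sensor were seeded at 1000 cells/well, pin-dosed with compounds and incubated 16 h. Luciferase reagent was then added, and end-point luminescence was read after 10 min at room temperature.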
# * = called active by the depositor; u = inconclusive; x = no result given; [ ] = dose if it differs, or a comment. Unless noted, the call rests on the fitted dose curve; in most records, active means well fitted curve in the direction sought with a large enough effect; inconclusive means small, poorly fitted or top-dose-only effect, or another doubt; inactive means no such curve, though single readings can be large; an effect the other way counts as inactive or inconclusive.
no.	structure	TrxR1 inh	USP1 inh	Vif-A3F inh	TrxR1 substrate	mIDH1 inhibitor	RGS4 inh	LDHA block	Vif-APOBEC3G blk	GRP78 ERSR act
1	O=c1oc(-c2ccccc2NS(=O)(=O)c2ccc3ccccc3c2)nc2ccccc12	-5%	-15%	3%	-7%	7%	-34%	-5	0%	-3%
2	O=[N+]([O-])c1cccc(S(=O)(=O)c2ccc(NCCO)c([N+](=O)[O-])c2)c1	u	-12%	2%	-3%[57.1 µM]	-9%	u	-4	-1%	-6%
3	O=C(COC(=O)c1ccc(Cl)nc1)Nc1ccc(S(=O)(=O)N2CCCC2)cc1	12%	-18%	0%	-2%	8%	-23%	0	-7%	0%
4	Cc1cc2ccccc2c(=O)n1CC(=O)NCCC1=CCCCC1	-6%	-8%	-13%	9%[57.1 µM]	8%	-7%	1	-4%	-5%
5	O=C(Nc1nnc(Cc2ccccc2)s1)C1CCC1	4%	-7%	-3%	-7%	1%	1%	-9	2%	3%
6	COc1ccc(CCN2CC(C(=O)OCC(=O)NCc3ccccc3Cl)CC2=O)cc1OC (stereo unspecified)	16%	-17%	-12%	4%	13%	-10%	-5	-1%	-5%
7	CCN(CC)c1nc(-c2ccccc2)nc2c1sc(=S)n2CC	8%[57.1 µM]	1%	-3%	6%[57.1 µM]	6%	u	-2	0%	-1%
8	Cn1cc(S(=O)(=O)N2CCOCC2)cc1C(=O)NCc1ccccc1Cl	22%[57.1 µM]	-12%	2%	0%[57.1 µM]	-2%	8%	3	6%	-1%
9	NS(=O)(=O)c1cccc(NC(=O)c2cc3ccccc3o2)c1	23%	-14%	4%	22%	15%	u	-6	-1%	0%
10	O=C(Cc1ccc(Br)cc1)N/N=C/c1ccc(-c2cccc(C(=O)O)c2)o1	2%	-16%	7%	4%	-9%	6%	-1	5%	3%
11	CCOC(=O)c1c(-c2ccc(OC)cc2)csc1NC(=O)CNCc1ccco1	-4%	-26%	-13%	-4%	1%	46%	-3	-1%	-2%
12	CCOC(=O)C1CCN(C(=O)COc2cccc3ccccc23)CC1	5%	-24%	0%	-3%	0%	-10%	14	4%	1%
13	O=C1CCCN1C(=O)COc1ccccc1[N+](=O)[O-]	10%[57.1 µM]	-8%	-10%	3%[57.1 µM]	-3%	16%	-6	-1%	-1%
14	CC(C)CCNc1nc2c(c(=O)n(Cc3cccc(F)c3)c(=O)n2C)n1C	-7%	-14%	-3%	-12%	4%	-28%	-3	-6%	-10%
15	CN(C)C(=O)COc1ncnc2scc(-c3ccc(F)cc3)c12	21%[57.1 µM]	4%	2%	5%[57.1 µM]	5%	-7%	-4	0%	-8%
16	CC(C)C(OC(=O)c1ccccc1)c1nccc2ccccc12 (stereo unspecified)	13%[57.1 µM]	-4%	2%	4%[57.1 µM]	4%	6%	1	-5%	0%
17	O=C(c1cc([N+](=O)[O-])ccc1N1CCOCC1)N1CCCC1	-13%	-17%	-20%	-11%	-6%	24%	-3	-3%	-3%
18	CCN1C(=O)c2ccccc2S(=O)c2ccc(C(=O)NCc3ccc(F)cc3)cc21 (stereo unspecified)	14%	-6%	0%	4%	0%	-25%	-6	0%	-3%
19	O=C(Nc1ccc(F)c(Cl)c1)c1ccccc1NC(=O)C1CCCCC1C(=O)O (stereo unspecified)	13%	-12%	-12%	0%	-9%	11%	-6	-1%	20%
20	CCNC(=S)N1CCN(c2nc(CC)nc3sc4c(c23)CCCC4)CC1	24%[57.1 µM]	-16%	-6%	7%[2.29 µM]	-4%	-27%	0	0%	0%
21	COc1ccc(Cn2ccc3nc(C)c(C(=O)N4CCN(c5ccc(F)cc5)CC4)cc3c2=O)cc1	24%[57.1 µM]	u	0%	12%[57.1 µM]	-4%	-7%	-2	-1%	-2%
22	CC(=O)C1CCCN(C(=O)c2ccc3nc(Cc4cccc(Cl)c4)oc3c2)C1 (stereo unspecified)	-5%	-15%	-3%	-9%	5%	-23%	-1	1%	0%
23	Cc1cc(OC(=O)c2c(F)cc(F)cc2F)nc(C)n1	u	-7%	15%	-2%	0%	12%	-6	2%	-2%
24	O=S(=O)(Nc1cccc(-c2cn3ccsc3n2)c1)c1ccc(F)cc1	-10%	-9%	3%	-10%	3%	-5%	0	0%	-4%
25	Cn1c(CC(=O)NC(C)(C)CO)c(Sc2ccccc2)c2ccccc21	1%	-23%	2%	-5%	7%	-3%	0	-8%	-3%
26	O=c1ccc(Cl)n[nH]1	-2%	-18%	15%	-2%	-1%	16%	-6	3%	-2%
27	FC(F)(F)c1cc(Oc2ccc(Cl)cc2)nc(-c2ccccn2)n1	1%[57.1 µM]	4%	-7%	-2%[57.1 µM]	2%	-20%	1	1%	-1%
28	O=C(CSc1nnc(NC(=O)C2CC2)s1)Nc1ccccc1Cl	22%[57.1 µM]	-10%	-10%	-16%[57.1 µM]	5%	-16%	1	-16%	0%
29	O=C1CSc2ccc(C(=O)N3CCCCC3)cc2N1	x	-10%	-7%	x	-1%	x	2	1%	-3%
30	CCC(=O)NCCNC(=O)c1c(SC)nsc1SC	-20%	-5%	-1%	-6%	7%	-22%	-1	2%	-5%
31	O=C(COc1ccc2oc3c(c2c1)CCCC3)Nc1ccc(Cl)cc1	19%	-9%	-3%	1%	0%	8%	-14	4%	-2%
32	COc1ccc(-n2c(=O)c3c(c4cc(OC)ccc4n3C)n(Cc3cc(C)ccc3C)c2=O)cc1	12%	-22%	0%	5%	11%	-18%	1	-2%	-3%
33	CCc1c(C)sc(NC(=S)N2CC(C)OC(C)C2)c1C(=O)OC (stereo unspecified)	-8%	-7%	-3%	0%[57.1 µM]	0%	-41%	1	0%	-4%
34	CC(C)(C)N(Cc1ccccc1)C(=O)COC(=O)c1ccc(N2CCCC2=O)cc1	3%[2.29 µM]	u	0%	-2%[2.29 µM]	-9%	2%	-4	2%	-4%
35	CCN(C(=O)COC(=O)c1ccccc1Cc1ccccc1)c1c(N)n(Cc2ccccc2)c(=O)[nH]c1=O	-4%	-7%	-2%	-2%	-7%	19%	-11	-6%	0%
36	N#CN(Cc1ccccc1)Cc1ccccc1	4%	-6%	-8%	2%	3%	4%	-1	0%	-5%
37	CCOC(=O)c1ccc(NC(=O)CN2C(=O)NC3(CCCCCC3)C2=O)cc1	13%	-21%	0%	2%	-4%	-33%	-2	-5%	-1%
38	CCOC(=O)c1c(NC(=O)/C=C/c2ccc(OCC)cc2)sc2c1CCCC2	12%	-27%	4%	6%	0%	-6%	2	3%	-4%
39	O=C1CSC2(C(=O)N(Cc3ccccc3F)c3ccccc32)N1c1ccc(F)cc1 (stereo unspecified)	5%	-16%	5%	-9%	-16%	9%	-11	1%	-1%
40	Cc1cccc(C(=O)OC(C)C(=O)NCC2CCCCC2)c1O (stereo unspecified)	-5%	-17%	-1%	-1%	-1%	-9%	-5	0%	-4%
41	CC(=O)N1c2ccc(S(=O)(=O)N3CCCCCC3)cc2CC1C(=O)NC(C)C (stereo unspecified)	-3%[57.1 µM]	-20%	3%	-6%[57.1 µM]	-5%	-21%	-2	2%	2%
42	O=C(CN1CCCCC1)N1c2ccccc2CCc2ccccc21	4%[57.1 µM]	6%	0%	7%[57.1 µM]	-2%	-22%	-2	0%	3%
43	Cc1ccc(NC(=O)Cc2ccc(Cl)c(Cl)c2)cc1S(=O)(=O)N(C)C	-9%	-14%	-9%	-13%	2%	2%	-1	1%	-4%
44	Cc1cc(N2CCN(C)CC2)nc2ccc(NC(=S)N3CCN(c4cccc(Cl)c4)CC3)cc12	8%	-2%	-20%	14%	-1%	-31%	1	-1%	-4%
45	O=C(O)CC(c1cccc([N+](=O)[O-])c1)N1Cc2ccccc2C1=O (stereo unspecified)	7%[57.1 µM]	-17%	-7%	2%[57.1 µM]	6%	27%	-1	0%	-1%
46	CCOc1ccccc1NC(=O)CN(C)S(=O)(=O)c1ccc(C(=O)N2CCOCC2)s1	2%[57.1 µM]	-11%	2%	-5%[57.1 µM]	-1%	-4%	-5	4%	-3%
47	CCOC(=O)c1ccc(N/C=C/C(=O)c2ccc(OC)cc2)cc1	28%	-9%	-4%	10%	0%	9%	-4	0%	0%
48	O=C(NCCc1ccc(Cl)cc1)c1nc(-c2cccc(F)c2)n2c1CCCCC2	-7%	-21%	1%	-16%	-8%	6%	2	2%	-3%

# A portion of the library, so the mix of outcomes need not match the whole.
